Bioassay records: PubChem, several laboratories
JMJD2C inh: inhibitors of GASC-1 histone demethylase, primary screen, biochemical, fluorescence, DELFIA europium; Lysine-specific demethylase 4C (Homo sapiens), Q9H3R0; GST-JMJD2C(1-420) H3K9me3 demethylation; inhibition, % at 2.35 µM; 330,000 tested, 0.069% active;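 active = more than half of a compound's replicate wells show inhibition beyond 50%, single wells judged on their own value; inconclusive = some, but no more than half, of replicates pass 50% inhibition; inactive = no replicate passes 50% inhibition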;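 note: signal counts dimethyl H3K9 product captured on neutravidin plate; 0% = median of DMSO wells and 100% = 0.3 times that DMSO median; strong numbers were not always called active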
Target sequence (Q9H3R0 1-420 limits assumed): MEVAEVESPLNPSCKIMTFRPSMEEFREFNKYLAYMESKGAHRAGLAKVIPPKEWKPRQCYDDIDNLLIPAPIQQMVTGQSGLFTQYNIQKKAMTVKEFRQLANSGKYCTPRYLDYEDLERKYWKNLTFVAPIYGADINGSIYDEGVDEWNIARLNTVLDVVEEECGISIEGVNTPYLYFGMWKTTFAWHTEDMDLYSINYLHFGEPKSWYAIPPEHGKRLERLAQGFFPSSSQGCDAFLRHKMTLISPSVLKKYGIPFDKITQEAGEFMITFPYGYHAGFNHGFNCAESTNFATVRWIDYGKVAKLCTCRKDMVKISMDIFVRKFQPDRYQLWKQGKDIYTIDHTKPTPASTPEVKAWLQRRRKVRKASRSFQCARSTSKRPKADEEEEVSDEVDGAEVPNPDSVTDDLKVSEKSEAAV
GRK2 inh: compounds blocking aptamer binding on GRK2 – biochemical, human GRK2, bead flow cytometry, HTS, primary screen. FAM-aptamer displacement from GRK2. inhibition of aptamer binding, % at 10 µM. 330,000 tested, 0.59% active. AID 488847, 2010;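 active = inhibition of aptamer binding above 40%, roughly 3 SD of noise, on plates passing a quality check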;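 note: median bead fluorescence of bound FAM aptamer so fluorescent compounds give negative values; no value below 0 was filed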
MEP2 TOR yeast: modulators of MEP2-GFP levels in yeast, primary screen, S. cerevisiae, multiplex flow cytometry, MLPCN library. 330,000 tested, 0.51% active. AID 2016, 2009. GFP response vs DMSO, % at 10 µM. S. cerevisiae MEP2-GFP strain, 3 h; 100% = DMSO control level;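 active = GFP response versus DMSO above a set limit, roughly screen mean plus 3 SD, cut at about 180% in these data; inconclusive = fewer than 70 cells counted for a yeast strain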;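 note: median GFP fluorescence of the barcode-gated MEP2-GFP cells per well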
VLA-4 inh: inhibition in human VLA-4 binding assay, primary screen, VLA-4 allosteric modulator project, MLPCN library, flow cytometry, VLA-4 expressing cells | inhibition, % (about 7 µM as worked out from the volumes in the protocol) | Integrin alpha-4 (Homo sapiens), P13612 | ligand binding flow cytometry | 330,000 tested, 0.2% active; in the data active = inhibition above about 50%
RPL19A-GFP yeast: RPL19A-GFP expression modulators in yeast, primary screen, cell-based, S. cerevisiae, multiplex flow cytometry, MLPCN. 330,000 tested, 0.3% active. AID 2025, 2009. S. cerevisiae RPL19A-GFP strain, 3 h; active compounds read low. percent response vs DMSO, % at 10 µM;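 active = percent response vs DMSO below 50%; inconclusive = fewer than 70 events counted for the yeast strain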;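 note: median channel GFP fluorescence of the barcoded RPL19A-GFP strain; ratio of sample median GFP to plate DMSO average so 100% = DMSO; lower means less RPL19A-GFP as with rapamycin TOR inhibition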
LAP4-GFP MLPCN: modulators of LAP4-GFP expression in yeast, primary screen, S. cerevisiae, multiplex flow cytometry, MLPCN library. GFP response vs DMSO, % at 10 µM. 320,000 tested, 0.34% active. 3 h; median GFP as percent of DMSO wells;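 active = GFP response vs DMSO above a set limit, about the screen mean plus 3 SD, cut at about 150% in these data; inconclusive = under 70 cell events counted for the yeast strain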
AGP1 TOR yeast: modulators of AGP1-GFP expression in yeast TOR pathway, primary screen, cell-based, multiplex flow cytometry, S. cerevisiae, MLPCN library | 3 h; GFP as percent of DMSO wells | GFP response vs DMSO, % at 10 µM | 320,000 tested, 0.02% active | AID 2066, 2009;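 active = GFP response relative to DMSO above a set limit, near screen average plus 3 SD, cut at about 150% in these data; inconclusive = fewer than 70 cells counted for the yeast strain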;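 note: median GFP channel fluorescence of the gated AGP1 strain per well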
CIT2-GFP yeast: modulators of CIT2-GFP expression in yeast, primary screen, S. cerevisiae, GFP fusion, multiplex flow cytometry, MLPCN library. S. cerevisiae CIT2-GFP strain, 3 h; 100 means same as DMSO wells. GFP response vs DMSO, % at 10 µM. 320,000 tested, 0.065% active;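 active = GFP response relative to DMSO above a set limit, near the screen mean plus 3 SD, cut at about 150% in these data; inconclusive = Fewer than 70 cells measured for a yeast strain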;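 note: ratio of well median GFP fluorescence to mean of DMSO wells on the plate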
* marks the source's active call; other numbers are inactive results; ? = inconclusive; nt = not tested or not shown; & = joins results of further samples.

Every second line gives: JMJD2C inh	GRK2 inh	MEP2 TOR yeast	VLA-4 inh	RPL19A-GFP yeast	LAP4-GFP MLPCN	AGP1 TOR yeast	CIT2-GFP yeast
Fc1ccccc1/C=N/Nc1cc(N2CCCCC2)ncn1
  12	0	107	2	101	97	100	98
CC(C)(C)c1cc(CCC(=O)NNC(=O)c2ccco2)cc(C(C)(C)C)c1O
  -1	2	105	19	102	96	98	100
COc1ccc(Nc2ncnc3c2cnn3Cc2ccccc2)cc1OC
  2	0	106	14	101	100	107	102
COc1cccc(Nc2nc(=O)[nH]nc2C)c1
  -3	0	103	7	105	102	106	99
CCOc1ccc(NS(=O)(=O)c2ccc(C(=O)N(C)Cc3cccc(OC)c3OC)cc2)cc1
  27	6	98	-2	90	99	103	106
CCOc1cc(C2C(C(=O)c3ccco3)=C(O)C(=O)N2Cc2ccccc2)ccc1O (stereo not drawn)
  3	1	102	-2	105	89	99	100
COc1ccc(O)c(C(=O)CC(=O)c2ccccc2)c1
  5	0	86	8	94	88	nt	87
O=C1NC2(CCCCCC2)N=C1c1ccc(Br)cc1
  -4	3	108	0	108	106	101	105
Cc1ccc(OCCOCCN2CCCC2)c(Br)c1
  -7	0	96	4	91	91	116	99
Cc1ccc(CNC(=S)Nc2cc(C)ccc2OC(F)F)cc1
  -19	2	108	-4	95	136	91	99
COc1cccc(C(=O)Nc2cccc(C(=O)N3CCOCC3)c2)c1
  2	10	104	1	100	97	102	100
N#C/C(=C(\O)c1cc(Cl)sc1Cl)c1nc2ccccc2[nH]1
  -1	2	108	6	101	99	99	101
Cc1ccc(NC(=O)C(C)c2cccc(C(=O)c3ccccc3)c2)cc1O (stereo not drawn)
  -4	0	110	8	107	113	105	116
CCOCCCNC(=O)C(c1ccc(C)cc1)N(Cc1ccc2c(c1)OCO2)C(=O)c1cnccn1 (stereo not drawn)
  9	7	105	1	105	100	103	105
Cc1cc(C)n2nc(CC(=O)NNC(=O)COc3ccccc3)nc2n1
  -10	0	107	2	107	105	111	106
O=C(Nc1nc(-c2ccccn2)cs1)c1cccc(-n2cnnn2)c1
  20	11	113	-4	101	98	104	100
O=C(OCc1nnc(-c2ccccc2)o1)c1ccc(Br)o1
  4	0	100	-2	91	115	86	90
CC(OC(=O)CN1C(=O)C2CCCCC2C1=O)C(=O)Nc1ncc(Cl)cc1Cl (stereo not drawn)
  0	0	102	16	nt	106	105	106
CCOc1ccc(C(CC(=O)O)NS(=O)(=O)c2ccc(C)cc2)cc1OC (stereo not drawn)
  12	0	111	0	108	108	115	115
O=C1C2C3C=CC(CC3)C2C(=O)N1c1nccs1 (stereo not drawn)
  -2	11	106	2	106	109	102	98
O=C(Nc1ccccc1)c1ccc(NCCc2ccccc2)c([N+](=O)[O-])c1
  6	0	101	2	105	89	100	100
COc1ccc(C)cc1NC(=O)CSc1nc2ccccc2nc1N1CCCCC1
  -3	2	89	0	91	91	90	99
CCN1C(=O)C(CC(=O)Nc2ccc(OC)cc2)N(CCCN2CCN(c3ccc(OC)cc3)CC2)C1=S (stereo not drawn)
  -2	0	111	2	101	102	102	105
CC(C)NC(=O)c1cc(-c2cccs2)on1
  -40	0	99	-9	99	107	99	100
Cc1ccccc1S(=O)(=O)Cc1ccc(C(=O)NCCCN2CCN(C)CC2)o1
  6	1	99	6	107	121	114	nt
Cn1c(O)c(N=NC(=O)Cn2ccc(C(F)(F)F)n2)c2ccccc21
  -12	0	95	5	96	79	87	90
CCCc1cc(=O)n2[nH]c(NCc3cccs3)nc2n1
  -16	1	97	-1	96	94	98	104
CCOC(=O)CSc1nc(C2CC2)nc2ccccc12
  3	1	107	-5	101	101	97	101
Cc1c(NC(=O)C(C)OC(=O)C(NC(=O)c2ccco2)C(C)C)c(=O)n(-c2ccccc2)n1C (stereo not drawn)
  3&10	1	106	3	105	101	103	100
Cc1ccc(NC(=O)Nc2ccc3c(c2)CCC3)c(C)c1
  0	2	98	14	110	68	93	96
O=C(CCCNS(=O)(=O)c1cccs1)N1CCc2ccccc2C1
  -5	11	103	-27	107	105	108	96
O=c1cc(/C=C/c2ccccc2)oc2ccccc12
  0	1	97	-6	nt	115	94	97
COc1cccc(CNC(=O)Cc2ccc(Br)cc2)c1
  3	0	112	8	103	104	97	93
C=C(C)CNC(=O)CCc1nnc(Cc2cccc(C(F)(F)F)c2)o1
  0	0	99	4	99	95	95	100
CCSc1nnc(CNC(=O)C23CC4CC(CC(C4)C2)C3)n1Cc1ccccc1
  -4	0	94	-7	93	100	100	90
CCc1cc(C(=O)NNC(=S)Nc2ccccc2C)cs1
  -1	3	106	-1	106	111	104	108
CC(=O)Nc1sc2c(c1C(c1cccc(F)c1)N1CCN(CCO)CC1)CCCC2 (stereo not drawn)
  0	0	106	-14	101	105	105	106
CC(=O)NCc1cn2c(C)csc2n1
  -1	5	100	3	95	104	94	91
Cc1ccc(CS(=O)(=O)Cc2ccc(C(=O)NCCc3ccccc3)o2)cc1
  -2	3	103	26	95	101	100	94
Cc1cc(NC(=O)Cc2cccs2)nn1CC(=O)NCc1ccco1
  -5	0	91	7	96	91	92	83
Cc1ccc2nc(Nc3ccccc3O)nc(-c3ccccc3)c2c1
  4	0	101	-42	94	93	94	95
CC(O)Cn1c(N2CCCC2)nc2c1c(=O)[nH]c(=O)n2C (stereo not drawn)
  -4	1	109	10	109	92	106	107
COc1cccc(N2CCN(C(=O)c3ccc4nc[nH]c4c3)CC2)c1
  -1	3	100	3	94	88	90	94
CCn1cc(C(=O)Nc2cccc(NC(C)=O)c2)c2cc(OC)c(OC)cc2c1=O
  17	2	103	4	99	91	101	99
Cc1ccc(NC(=O)c2ccc(-n3cccn3)c([N+](=O)[O-])c2)cc1
  4	3	104	2	101	110	96	97
CC1CCCN(C(=O)CSCC(=O)Nc2nc(-c3cccs3)cs2)C1 (stereo not drawn)
  12	1	91	-1	92	99	91	90
CSc1ncccc1C(=O)OCC(=O)NCc1cccs1
  -4	0	90	-5	99	86	100	101
CCOC(=O)C1CCN(C(=O)/C=C/c2cccs2)CC1
  -1	1	102	-11	102	96	98	98
CCOc1ccc(NC(=S)NC(=O)/C=C/c2ccc(Br)cc2)c([N+](=O)[O-])c1
  -2	0	102	-1	104	110	110	107
CCOC(=O)N1CCN(C(=O)CSc2nc(=O)n3ccc(C)cc3n2)CC1
  -1	2	102	4	97	108	105	99

Going on with the list.
Every second line gives: JMJD2C inh	GRK2 inh	MEP2 TOR yeast	VLA-4 inh	RPL19A-GFP yeast	LAP4-GFP MLPCN	AGP1 TOR yeast	CIT2-GFP yeast
Cc1c(Cl)cccc1S(=O)(=O)Nc1ccnn1C
  20	0	98	-14	98	106	100	104
COc1cc(NC(=O)CSc2nnc3ccc(-c4cccnc4)nn23)cc(OC)c1
  -8	0	100	10	96	95	100	100
O=C(O)c1ccc(C(=O)Nc2cccc3ccccc23)c(C(=O)O)c1
  2	6	106	10	102	96	95	101
COCCNc1oc(-c2ccccc2Cl)nc1S(=O)(=O)c1ccc(C)cc1
  14	4	103	6	101	98	99	97
CCN(CC)C(=O)Cn1cnc2sc(C(=O)Nc3cc(OC)c(OC)c(OC)c3)c(C)c2c1=O
  2	1	95	2	94	98	93	98
NC(=O)c1cc2ccccc2o/c1=N\NC(=O)c1ccc(F)cc1
  1	3	98	2	100	93	98	101
COc1ccc(C(=O)/C=C2\NCCc3cc(OC)c(OC)cc32)cc1OC
  -20	5	101	-5	101	94	97	97
COc1ccc(CCNC(=O)CN2C(=O)NC(CCSC)C2=O)cc1 (stereo not drawn)
  7	7	68	9	97	104	82	94
Cc1cc(C)cc(OCC(=O)Nc2cccc(C(=O)O)c2)c1
  -10	1	104	5	98	102	100	95
OC(COCc1cccs1)CN1CCN(c2cccc(C(F)(F)F)c2)CC1 (stereo not drawn)
  2	0	98	14	102	86	88	92
CNCCCOc1cc(C)cc(C)c1C
  -2	0	102	5	98	99	104	108
C[C@H]1CCC[C@@]2(O[C@H](CCO)C[C@@H](O)[C@@H]2O)O1
  1	0	91	-4	97	103	88	100
Cc1cc(C(=O)OCC(=O)N2CCCCCC2)ccc1[N+](=O)[O-]
  nt	0	104	-23	102	105	103	99
N#C/C(=C\c1cccnc1)C(=O)Nc1ccc(O)cc1F
  -22	0	111	-4	104	93	98	100
O=C(Nc1nnc(-c2ccc(Cl)cc2)o1)NC1CCCCC1
  3	0	102	31	101	96	99	98
CC(=O)c1cc(F)c(N2CCCC2)cc1C
  1	0	102	1	94	106	95	90
CS(=O)(=O)N(CC(=O)N/N=C/c1cc2c(cc1Br)OCO2)c1ccccc1Br
  -14	0	104	9	95	92	98	95
Cc1ccc(C(=O)c2oc3ccccc3c2NC(=O)c2cc(-c3ccccc3O)n[nH]2)cc1
  -3	1	108	4	101	86	95	94
O=C(COC(=O)C1CCC1)Nc1cc(S(=O)(=O)N2CCCCC2)ccc1Cl
  8	0	95	3	89	85	91	87
C/C(CCc1ccc2c(c1)OCO2)=N\N=C1\NC(=O)CC(C(=O)Nc2ccc(Cl)cc2)S1 (stereo not drawn)
  30	3	100	9	103	102	110	102
COC(=O)c1nn(-c2ccc(OC)cc2)c(=O)cc1Oc1cccc(Cl)c1
  2	2	?	14	?	?	?	?
CCOC(=O)/C(C(=Nc1ccccc1)Nc1ccccc1)=C(\C)O
  1	2	108	21	106	100	105	101
O=C(NN1C(=O)C2C3C=CC([C@@H]2C1=O)C31CC1)c1ccccc1 (stereo partly drawn)
  -3	0	101	2	94	104	99	100
Cc1c(Cl)cccc1NC(=O)CSc1nncn1-c1cccnc1
  -23	3	103	-5	107	92	100	95
CN1CCCN(C(=O)CC2(CC(=O)O)CCCC2)CC1
  -11	1	99	1	101	91	101	100
O=C(c1cc2ccccc2oc1=O)N1CCN(S(=O)(=O)c2ccccc2)CC1
  -8	4	102	-4	112	70	97	93
COc1ccc(OC)c(-n2cnc3cc(C(=O)O)ccc32)c1
  -3	0	103	10	106	109	104	102
COCCN(C(=O)COC(=O)c1oc2ccc(OC)cc2c1C)c1c(N)n(Cc2ccccc2)c(=O)[nH]c1=O
  -6	4	90	8	94	94	101	98
CC(=O)c1ccc(NC(=S)N(CCCN(C)C)Cc2ccccc2)cc1
  0	0	100	-1	98	100	99	94
O=C(CN1C(=O)NC(c2ccccc2)(c2ccccc2)C1=O)c1c[nH]c2ccccc12
  -9	0	95	-2	89	100	94	nt
CC1CCCC(NC(=O)COC(=O)c2ccccc2NC(=O)c2ccco2)C1C (stereo not drawn)
  2	0	101	-5	102	93	100	nt

Random draw from the library; 1.7% or so of the library scored in one or more.
